TSHR antag: antagonists of human thyroid stimulating hormone receptor. P16473. TSHR-expressing cells, TSH-stimulated cAMP HTRF, 2 h; hits give low values. activity change, negative = inhibition, % at 11.5 µM. 330,000 tested, 0.2% active;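 active = activity change below a set negative limit, meaning inhibition stronger than a set level, cut at about -70% in these data; inconclusive = activity change between two set negative limits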; note: % is set by controls: 0 for no effect and ±100 for the full control effect
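TSHR-expressing cells were treated with compounds, then stimulated with TSH at EC80 (4nM final) for 2 hours at 37 deg C. Cellular cAMP was measured by HTRF competition between lysate cAMP and cAMP-d2 for a cryptate-labelled anti-cAMP antibody.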
A-T KAP1 phos: potential ataxia-telangiectasia treatment; […] A-T fibroblasts, KAP-1 phosphorylation AlphaLISA; neocarzinostatin DNA damage 30 min before lysis; Potency, µM (highest dose often 57.5 µM), inactives show at the top dose activation, usual class: activators; 320,000 tested, 0.19% active; note: potency is the fitted concentration of half-maximal effect; % of control where 0% means no effect; nearly all actives have a fitted effect of over 45% in size
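ATM-like activity read as KAP-1 phosphorylation via AlphaLISA donor/acceptor antibody pairs after lysis and 6 hr at 25C. Cells were ATM-null patient fibroblasts ([…], hTERT), dosed 60 min, then exposed to the DSB inducer NCS for 30 min.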
Integrin act MD: integrin-mediated muscular dystrophy alleviation activation; alpha7betagal myoblasts, beta-gal FDG fluorescence, 48 h; Potency, µM (doses to about 38.3 µM), without a hit: top-dose activation, actives largely listed as activators; AID 624291; 350,000 tested, 0.064% active;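 note: potency is the fitted concentration of half-maximal effect; 100% = response of the positive control SU9516; nearly all actives have a fitted effect of over 60% in size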
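Alpha7betagal+/- myoblasts (passage 13) were plated 16-24 hr, then exposed to compounds (1:260 dilution of DMSO stock) for 48 hours at 37C. After MPER lysis, β-galactosidase reporter activity was read as FDG fluorescence (ex 480/em 540) after 30 minutes.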
CXXC DNA block: blocks binding of human MLL CXXC domain to DNA; Q03164; MLL-CXXC / FITC-HOXA9 DNA fluorescence polarization; Potency, µM (titrated, usually from 115 µM), for the others: top-dose activity change, negative = inhibition, actives largely listed as inhibitors; 290,000 tested, 0.037% active; active = well fitted inhibition curve with a large enough effect in the polarisation, with a control signal flat, not every such curve was filed as active; inconclusive = small, poorly fitted or top-dose-only effect, or effect the other way, or a change in a side signal; inactive = no such curve, though single readings can be large or run the other way; the % refers to the polarisation; note: potency is the fitted concentration of half-maximal effect
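Purified MLL-CXXC (added from a 7 uM solution) was preincubated 5 min at ambient with pinned compounds in 50 mM Tris-HCl pH 7.5, 50 mM NaCl, 1 mM DTT, 0.05% BSA. Fluorescein-labeled HOX-A9 DNA (50 nM solution) followed, 30 min, then polarization read.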
MBNL1-CUG inh: inhibitors of human MBNL1 binding to CUG repeat RNA; Potency, µM (series often up to 57.5 µM), for the others: at the highest dose activity change, negative = inhibition, hits mostly inhibitors; 280,000 tested, 0.036% active; AID 2675; TR-FRET MBNL1-His/biotin-(CUG)12 binding, 665/545 ratio; Q9NR56; active = well fitted inhibition curve with a large enough effect in the signal ratio, with a control signal flat, not every such curve was filed as active; inconclusive = small, poorly fitted or top-dose-only effect, or effect the other way, or a change in a side signal; inactive = no such curve, though single readings can be large or run the other way; the % refers to the signal ratio; note: potency is the fitted concentration of half-maximal effect; % is set by controls: 0 for no effect and ±100 for the full control effect
Target sequence (Q9NR56 whole entry, looked up): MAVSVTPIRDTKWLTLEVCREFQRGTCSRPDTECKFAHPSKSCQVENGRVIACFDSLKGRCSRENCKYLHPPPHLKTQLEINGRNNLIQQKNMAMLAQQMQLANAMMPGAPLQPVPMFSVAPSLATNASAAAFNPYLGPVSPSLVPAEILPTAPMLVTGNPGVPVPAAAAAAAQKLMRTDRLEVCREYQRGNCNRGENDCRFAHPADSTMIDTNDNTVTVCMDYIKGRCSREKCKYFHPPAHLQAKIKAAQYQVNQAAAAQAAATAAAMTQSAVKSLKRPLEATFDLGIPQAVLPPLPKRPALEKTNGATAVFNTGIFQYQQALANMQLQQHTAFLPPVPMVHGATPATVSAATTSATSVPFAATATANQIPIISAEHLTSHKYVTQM
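MBNL1-His + Biotin-(CUG)12, cpd titration 92 nM–58 uM; Tb anti-His Ab 0.055 ng/ul, SA-XL665 5 nM (final); 60 min RT; ratiometric 665/545 nm, Ex 340 nm; normalized to buffer and full-complex controls.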
S-ASM inh: inhibitors of human secretory acid sphingomyelinase; placental ASM, HMU-PC fluorogenic substrate, 60 min; AID 504937; 340,000 tested, 0.006% active; P17405; Potency, µM (series often up to 57.5 µM), without a hit: at the highest dose activity change, negative = inhibition, hits mostly inhibitors; note: potency is the fitted concentration of half-maximal effect
Target sequence (P17405 47-631 limits assumed): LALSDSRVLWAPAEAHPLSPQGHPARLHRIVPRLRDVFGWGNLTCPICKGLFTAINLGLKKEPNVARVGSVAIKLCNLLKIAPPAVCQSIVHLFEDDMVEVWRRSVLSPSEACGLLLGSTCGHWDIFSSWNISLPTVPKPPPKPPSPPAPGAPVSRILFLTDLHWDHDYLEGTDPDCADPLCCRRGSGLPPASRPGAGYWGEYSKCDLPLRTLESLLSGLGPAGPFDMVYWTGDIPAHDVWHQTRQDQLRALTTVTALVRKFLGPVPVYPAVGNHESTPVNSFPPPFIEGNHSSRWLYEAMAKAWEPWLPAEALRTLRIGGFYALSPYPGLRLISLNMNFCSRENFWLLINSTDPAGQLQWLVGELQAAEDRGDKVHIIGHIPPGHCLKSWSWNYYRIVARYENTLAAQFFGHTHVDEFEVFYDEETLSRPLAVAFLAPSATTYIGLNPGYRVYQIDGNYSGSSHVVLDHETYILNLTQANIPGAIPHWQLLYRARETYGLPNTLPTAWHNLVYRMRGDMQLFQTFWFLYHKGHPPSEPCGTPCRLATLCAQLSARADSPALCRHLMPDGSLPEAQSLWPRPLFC
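Steps: dispense placental human ASM, pin compound, wait 10 min at room temperature, add HMU-PC0 substrate at 9 uM final, incubate 60 min at 37 °C, add stop solution raising pH to 10, read fluorescence.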
Menin MLL FP TR: inhibitors of human menin-MLL interaction, mutant MLL peptide. 270,000 tested, 0.23% active. O00255. AID 1768. Potency, µM (doses to about 61.6 µM), for inactives: top-dose FP activity change, negative = inhibition, most hits filed as inhibitors. Menin + Texas Red MLL mutant peptide, fluorescence polarization; active = well fitted inhibition curve with a large enough effect in the polarisation, with a control signal flat, not every such curve was filed as active; inconclusive = small, poorly fitted or top-dose-only effect, or effect the other way, or a change in a side signal; inactive = no such curve, though single readings can be large or run the other way; the % refers to the polarisation; note: potency is the fitted concentration of half-maximal effect; % of control where 0% means no effect; many of its hits are not listed in these tables
TCR act: activators of T cell receptors; primary human leukocytes, anti-CD3, IL-2 HTRF, 48 h; Potency, µM (top dose mostly 9.22 µM), for the others: at the top dose activation of IL-2 secretion, actives largely listed as activators; 330,000 tested, under 10 active; AID 504894; note: % of control where 0% means no effect
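Compounds are tested in HTS on primary human leukocytes co-incubated with a-CD3 beads for 48 hr. IL-2 output is measured by time-resolved FRET.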
Mito fusion act: blocks mitochondrial division or promotes mitochondrial fusion; S. cerevisiae fusion-defective mutant growth rescue, CellTiterGlo 48 h; Potency, µM (top dose mostly 46.1 µM), for inactives: at the highest dose growth rescue (activation), most hits filed as activators; 320,000 tested, 0.23% active;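 note: potency is the fitted concentration of half-maximal effect; % of control where 0% means no effect; nearly all actives have a fitted effect of over 45% in size; temperature-sensitive fusion mutants such as fzo1-1 at 37 °C on non-fermentable ethanol glycerol medium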
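S. cerevisiae fusion-defective temperature-sensitive mutants (e.g. fzo1-1, mgm1-5) grown 48 h at 37C in YPEG (ethanol/glycerol non-fermentable) medium with 23 nl compound per well; growth rescue read as CellTiterGlo luminescence.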
TSG101-PTAP inh: blocks PTAP/TSG101 interaction to inhibit HIV-1 budding. Potency, µM (doses to about 115 µM), for the others: at the highest dose activity change, negative = inhibition, usual class: inhibitors. Q99816. 340,000 tested, under 10 active. Fluorescence polarization, FITC-PTAP peptide / Tsg101 binding; active = well fitted inhibition curve with a large enough effect in the main read-out, with a control signal flat, not every such curve was filed as active; inconclusive = small, poorly fitted or top-dose-only effect, or effect the other way, or a change in a side signal; inactive = no such curve, though single readings can be large or run the other way; note: potency is the fitted concentration of half-maximal effect; % of control where 0% means no effect
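Fluorescence polarization binding of Tsg101 binding domain (10 uM final) to FITC-labeled PTAP peptide (50 nM final) in HEPES pH 7.5 buffer with NaCl, Tween 20, EDTA, TCEP. Compounds added before peptide; binding 20 min at RT.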
* hit, by the source's call; ? = inconclusive; / = no result given; [ ] = another dose, or the depositor's remark. Unless noted, calls come from the whole dose curve; as a rule, active = well fitted curve in the direction sought with a large enough effect; inconclusive = small, poorly fitted or top-dose-only effect, or another doubt; inactive = no such curve, though single readings can be large; an effect the other way counts as inactive or inconclusive. A portion of the library. The share of hits here may be higher or lower than overall.

SMILES	TSHR antag	A-T KAP1 phos	Integrin act MD	CXXC DNA block	MBNL1-CUG inh	S-ASM inh	Menin MLL FP TR	TCR act	Mito fusion act	TSG101-PTAP inh
NC(=O)c1cccc(N=Cc2cc(Cl)cc(Cl)c2O)c1	1	7%	2%	-16%	0%	6%	6%	1%	2%	-7%
CCCCCCCC(=O)NC(Nc1ccc(S(N)(=O)=O)cc1)C(Cl)(Cl)Cl (stereo not drawn)	-10	6%	-24%	11%	-3%	-15%	?	3%	1%	-5%
COc1ccc(OC)c(CC(=O)NC(c2ccccc2)c2ccccc2)c1	-18	-5%	13%	0%	5%	0%	?	-1%	-6%	0%
CCOC(=O)c1sc(N)c(C#N)c1CSc1nc2ccc(OCC)cc2[nH]1	-3	3%	-1%	4%	-9%	-6%	24%	6%	-5%	-1%
O=C(CNC1CCCCC1)Nc1ccc(S(=O)(=O)N2CCCCC2)cc1	14	0%	-13%	-11%	-3%	2%	?	2%	-31%	0%
Cc1ccc(CNC(=O)CN2c3cccc4cccc(c34)S2(=O)=O)cc1	-5	-12%	0%	/	/	27%	/	-107%	9%	-1%
CCOC(=O)Cc1csc(NC(NC(=O)CC)(C(F)(F)F)C(F)(F)F)n1	0	-18%	1%	1%	-1%	-1%	-3%	-7%	-5%	0%
CCn1c(SCC(=O)NC2CC2)nnc1-c1cccs1	-3	2%	25%	/	/	0%	/	0%	0%	-4%
CCOC(=O)c1ccccc1CN1C(=O)c2ccccc2S1(=O)=O	7	18%	-3%	0%	-12%	2%	0%	-4%	16%	0%
CSc1nc2cc(F)c(F)cc2n1C	11	4%	7%	4%	4%	2%	-4%	8%	-8%	-2%
O=C(COC(=O)c1ccc(=O)n(Cc2ccccc2)n1)Nc1ccc2c(c1)OCCO2	11	2%	-37%	4%	10%	0%	22%	/	-1%	-5%
CCn1nnc(C(=O)O)c1C(=O)O	-4	12%	-4%	-1%	-16%	4%	-4%	-1%	-1%	-3%
O=C(c1cc2c(=O)oc3ccccc3c2s1)N1CCOCC1	-11	6%	1%	0%	14%	1%	-8%	-2%	-4%	-5%
Cc1ccc(NS(=O)(=O)c2ccc(C(=O)OCC(=O)N3CCCCC3)cc2)cc1	-13	0%	29%	/	/	-1%	/	-2%	1%	-1%
COc1cc(NC(=O)c2cnc(NCc3ccccc3)nc2C)cc(OC)c1OC	-3	-6%	0%	17%	1%	-2%	7%	2%	4%	-5%
CCC1CCc2c(n(C)c3ccccc3c2=O)O1 (stereo not drawn)	-8	0%	-1%	-3%	-4%[11.5 µM]	-2%	0%	2%[46.1 µM]	-3%	-2%
Cc1ccc2[nH]c(C(=O)N3CCN(C(c4ccccc4)c4ccccc4)CC3)cc2c1	2	-4%	0%	0%	3%	-12%	-1%	/	1%	-8%
NC(=O)c1cc(Sc2ccccc2)nc2ccccc12	/	/	45%	/	/	2%	/	1%	/	-2%
COc1cc(/C=C2/C(=O)CNC2=O)ccc1O	15	3%	11%	-1%	5%	0%	-16%	-5%	13%	25%
Cc1ccc(NS(=O)(=O)c2cc(C(=O)N3CCCC3)ccc2C)cc1C	-11	2%	-23%	13%	4%	0%	-7%	0%	-2%	-8%
O=C(CCCn1c(=O)[nH]c2cc(Cl)ccc2c1=O)NCC1CCCO1 (stereo not drawn)	-11	4%	18%	-7%	-8%	4%	-1%	-2%[46.1 µM]	3%	-13%
COc1ccc(Nc2nccc3c2nnn3C)cc1	-1	-1%	21%	-3%	0%	7%	5%	/	0%	-6%
CCCOc1ccc(C(=O)CCC(=O)OCC(=O)Nc2cc(C)on2)cc1	1	-2%	/	12%	-6%	/	-6%	/	-2%	/
COc1ccccc1CN1CCCC(N2CCN(c3ccc(F)cc3)CC2)C1 (stereo not drawn)	-4	-1%	0%	0%	-8%	-1%	-10%	32%	-2%	-1%
CC(C)C(O)(C(=O)NNc1ccccc1)C(C)C	-2	7%	5%	7%	-2%	-5%	/	3%	0%	-2%
New compounds follow:
SMILES	TSHR antag	A-T KAP1 phos	Integrin act MD	CXXC DNA block	MBNL1-CUG inh	S-ASM inh	Menin MLL FP TR	TCR act	Mito fusion act	TSG101-PTAP inh
O=[N+]([O-])c1cccc2c1ccc1ncccc12	-4	3%	?	-7%	?	-4%	8%	-6%	-3%	0%
O=C(CC1C(=O)NCCN1Cc1ccc(Cl)c(F)c1)NCC1CCOCC1 (stereo not drawn)	5	2%	-6%	-1%	1%	8%	/	-5%	2%	-7%
CCCCOc1ccc(C(=O)NCC(=O)OC2CCOC2=O)cc1 (stereo not drawn)	/	/	-7%	-10%	-5%	0%	0%	7%	-3%	-3%
CCS(=O)(=O)c1nc(S(=O)(=O)c2ccc(C)cc2)c(N2CCC(C)CC2)s1	11	-6%	-9%	5%	-2%	-1%	/	1%	-1%	5%
CSCCC(C(=O)OC1CCOC1=O)N1C(=O)c2ccccc2C1=O (stereo not drawn)	-7	-1%	5%	-3%	10%	-1%	15%	3%	4%	-5%
COc1ccccc1NS(=O)(=O)c1cccc(C(=O)N/N=C(\C)c2ccc(-n3ccnc3)cc2)c1	-9	5%	-12%	10%	8%	-2%	13%	-3%	2%	-3%
C=CCn1c(=NC(=O)C2CCCCC2)sc2cc(NC(C)=O)ccc21	4	10%	17%	5%	?	-5%	18%	6%	17%	-2%
Cc1ccc2oc(=O)c3cc(C(=O)NCc4ccco4)sc3c2c1	-17	21%	-11%	-5%	5%	5%	11%[11.7 µM]	3%	1%	-3%
O=C(CSc1cccs1)Nc1ccc2ccccc2c1	16	0%	-9%	-16%	0%	-3%	0%	13%	2%	2%
COCCNC(=O)c1ccc(CN2CCc3ccccc3C2)cc1	3	2%	-21%	8%	-12%[11.5 µM]	2%	4%	0%[46.1 µM]	-12%	-2%
Cc1cc(S(=O)(=O)N(Cc2ccccc2F)C2CC2)ccc1-n1cnnn1	-1	1%	6%	11%	4%	-1%	-11%	-1%	5%	-2%
O=S(=O)(CC(CN1CCOCC1)N1CCOCC1)c1ccccc1 (stereo not drawn)	-1	1%	37%	4%	-6%	5%	9%	2%	9%	0%
COc1ccc(OCCCC(=O)OCC(=O)N2CCN(S(=O)(=O)c3ccc(C)cc3C)CC2)cc1	/	/	?	/	/	-6%	/	3%	/	0%
Cc1cccc2sc(NNC(=O)c3ccc(S(=O)(=O)N4CCc5ccccc5C4)cc3)nc12	19	-17%	-42%	6%	67%[activator]	-9%	6%	-3%	1%	5%
CCC(=O)c1ccc(O)c(CC=C(C)C)c1	8	-6%	-16%	-3%	-6%	-6%	-5%	-2%	5%	-1%
O=C(Nc1ccccc1Cl)Nc1ccnn1C1CCN(C(=O)c2cscn2)CC1	32	2%	27%	?	-9%	3%	/	2%	6%	2%
CCOc1ccc(NC(=O)COc2ccc(C(=O)N3CCC(C(N)=O)CC3)cc2OC)cc1	-3	-2%	5%	/	/	0%	/	1%	-3%	-2%
CC1=NN(c2nc(-c3ccc(C#N)cc3)cs2)C(=O)C1	7	5%	3%	-11%	29%	-5%	?	-8%	-3%	0%
COc1ccc(CNC(=O)CNC(=O)c2cccs2)c(OC)c1	17	5%	-15%	5%	-1%	-3%	/	-4%	0%	-5%
COc1cc(C(=O)NCc2ccc3c(c2)OCO3)c([N+](=O)[O-])cc1OC	-2	6%	14%	-1%	?	-1%	19%	/	-3%	-4%
NNC(=O)CNC(c1ccccc1)c1cc(Br)ccc1NC(=O)c1ccccc1Br (stereo not drawn)	3	-3%	23%	0%	-7%	-3%	29%	1%	0%	-8%
CC12C=CC3(CN(Cc4ccccc4)C(=O)C3C1C(=O)NC1CC1)O2 (stereo not drawn)	52	4%	13%	1%	0%	4%	-4%	-4%	-7%	-7%
CS(=O)(=O)N1CCCC(C(=O)Nc2ccc(Br)cc2F)C1 (stereo not drawn)	14	0%	-14%	-1%	-2%	1%	-4%	-8%	5%	-6%
O=P(c1cccs1)(c1cccs1)c1cccs1	-5	5%	21%	1%	-7%	-1%	8%	3%	-4%	-8%
COc1cc(C(=O)OCC(=O)NC2CCS(=O)(=O)C2)ccc1OCc1c(C)noc1C (stereo not drawn)	45	2%	8%	-6%	?	7%	-11%	-7%[46.1 µM]	2%	-3%
Cc1ccc(C(=O)C(C)OC(=O)CCN2C(=O)C3C4C=CC(C5CC45)C3C2=O)cc1 (stereo not drawn)	-13	23%	?	11%	3%	-2%	/	-1%	6%	-5%

High-throughput results (PubChem)
